Screening data from PubChem BioAssay.
KB-3-1 cytotox – KB-3-1 parental cell cytotoxicity; AID 1347075; hit rate 1.4% among 400,000; KB-3-1 viability, CellTiter-Glo ATP luminescence, 72 h; Potency, µM (doses to about 46.1 µM), for inactives: at the highest dose activity change, negative = cytotoxic, usual class: cytotoxic; also: potency is read from the fitted curve at half-maximal effect; % is scaled to controls: 0 for no effect and ±100 for the full control effect; nearly all actives have a fitted effect of over 60% in size
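Viability of parental KB-3-1 cells, measured by CellTiter-Glo luminescence, followed a 72 h incubation at 37 °C with pinned compounds in phenol-red-free DMEM containing 10% FBS.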
MCF10A rereplic – induces DNA re-replication in MCF 10a normal breast cells; MCF 10A DNA re-replication, Hoechst nuclear intensity, 48 h; Potency, µM (series often up to 46.1 µM), for inactives: top-dose activity, positive = re-replication, usual class: activators; hit rate 2.9% among 350,000; AID 624296; also: potency is read from the fitted curve at half-maximal effect; % of control where 0% means no effect; nearly all actives have a fitted effect of over 50% in size
ATXN viability – cell viability loss in ATXN counter-screen | S2 cells (HEK-293 line with an ATXN2-luciferase reporter) viability, CellTiter-Fluor protease fluorescence, 24 h | Potency, µM (titrated, usually from 56.7 µM), actives largely listed as cytotoxic | hit rate 0.49% among 400,000; also: potency is read from the fitted curve at half-maximal effect; nearly all actives have a fitted effect of over 40% in size
HT1080NT lethal – kills 2HG-producing HT-1080-NT fibrosarcoma cells; HT-1080-NT fibrosarcoma viability, CellTiter-Glo ATP luminescence, 48 h; Potency, µM (titrated, usually from 46.1 µM), for inactives: at the top dose activity, negative = less viability, usual class: cytotoxic; AID 686970; hit rate 1.6% among 360,000;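 also: NT is the 2HG producing partner of a matched IDH1 knockdown line; potency is read from the fitted curve at half-maximal effect; 0% = DMSO-treated cells and -100% = media-only wells without cells; nearly all actives have a fitted effect of over 55% in size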
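Compounds were tested in concentration-response format on HT-1080-NT cells for 48 hours at 37 degrees C. Cell viability came from CellTiter-Glo luminescence; curves were classified by r2, response magnitude and activity.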
IL-1B inflam inh – inhibitors of inflammasome signaling (IL-1 beta secretion). THP-1 LPS/ATP IL-1B secretion, AlphaLISA, 16 h; hits give low values. activity change, % at 57.5 µM. hit rate 4.7% among 360,000. AID 743279; in the data active = activity change below about -50%; inconclusive = mostly about -30% to -49%; also: % is scaled to controls: 0 for no effect and ±100 for the full control effect
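Secreted IL-1B measured by AlphaLISA bead assay after 16 h compound exposure of THP-1 cells; compounds (final up to 57.5 uM) added 1 h before LPS (250 ng/mL) and ATP (1.25 mM) stimulation; lower signal means less secretion.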
HepG2 tox – HepG2 cytotoxicity, counter-screen for TGF-b inhibitors; AID 588856; Potency, µM (highest dose often 46.1 µM), for inactives: at the top dose activity change, negative = cytotoxicity, most hits filed as cytotoxic; hit rate 0.76% among 410,000; HepG2 CAGA-GFP viability, ATP luminescence, 18 h; also: potency is read from the fitted curve at half-maximal effect; some results filed as inactive show a strong effect at the top dose
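HepG2 CAGA-GFP cells (1000/well, DMEM with 1% FBS) received compound, then TGF-beta at 500 pg/mL final, and were incubated 18 hours at 37 degrees C. Viability was read by CellTiter-Glo luminescence. Media-only wells were set as complete cell-killing and DMSO as no toxicity.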
SW480 rereplic – induces DNA re-replication in SW480 colon adenocarcinoma cells; SW480 DNA re-replication, Hoechst DNA content imaging, 48 h; Potency, µM (series often up to 46.1 µM), without a hit: at the highest dose re-replication activation, usual class: activators; hit rate 1.8% among 340,000; AID 624297; also: potency is read from the fitted curve at half-maximal effect; % of control where 0% means no effect; nearly all actives have a fitted effect of over 55% in size
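DNA re-replication was detected as more nuclei of elevated Hoechst intensity after 48 hr exposure to compound (23 nL pinned per well of 250 cells).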
ATXN2 expr inh – ATXN2 expression inhibition. hit rate 0.72% among 360,000. AID 1745845. Potency, µM (series often up to 57 µM), without a hit: at the highest dose activity change, negative = inhibition, actives largely listed as inhibitors. HEK-293 ATXN2-luciferase reporter, luminescence, 24 h; also: potency is read from the fitted curve at half-maximal effect; % is scaled to controls: 0 for no effect and ±100 for the full control effect; nearly all actives have a fitted effect of over 55% in size
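qHTS (up to 57 uM final) was run with 24 h compound exposure of reporter cells at 37 °C. Each well was multiplexed: SteadyGlo luminescence measured ATXN2-luciferase expression after a fluorogenic Gly-Phe-AFC viability readout (25 uM final).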
HT1080 IDH1KD tx – toxicity to HT-1080 IDH1 knockdown cells (counter line) | HT-1080 IDH1 knockdown viability, ATP luminescence, 48 h | Potency, µM (highest dose often 46.1 µM), without a hit: top-dose activity, negative = toxicity, hits mostly cytotoxic | hit rate 2% among 360,000 | AID 686971;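 also: potency is read from the fitted curve at half-maximal effect; 0% = DMSO wells and -100% = cell-free medium wells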
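Luminescent ATP read-out (CellTiter-Glo, 10 min at room temperature) after 48 h compound exposure at 37 °C gave viability of IDH1-knockdown HT-1080 cells. Activity was normalised to DMSO and cell-free wells, then fitted as concentration-response curves.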
An asterisk follows results filed as active; i = inactive; ? = inconclusive; · = not tested or not shown; [ ] = remark or other dose. Unless noted, calls follow the shape of the dose curve; as a rule, active = well fitted curve in the direction sought with a large enough effect; inconclusive = small, poorly fitted or top-dose-only effect, or another doubt; inactive = no such curve, though single readings can be large; an effect the other way counts as inactive or inconclusive.

compound	KB-3-1 cytotox	MCF10A rereplic	ATXN viability	HT1080NT lethal	IL-1B inflam inh	HepG2 tox	SW480 rereplic	ATXN2 expr inh	HT1080 IDH1KD tx
CCCOc1ccccc1Cn1c(=O)oc2ccc(C)cc21	-23%	?	i	-1%	13	-33%	2%	-8%	-4%
O=C(O)c1cccc2cccnc12	19%	-6%	i	19%	0	4%	-2%	3%	19%
N#CCSc1nnc(-c2c[nH]c3ccccc23)o1	22%	2%	i	12%	-15	0%	0%	4%	5%
O=C(c1ccc(-c2ccc(Cl)cc2Cl)o1)N1CCOCC1	10%	4%	?	-10%	-4	-16%	-27%	·	-1%
Cc1ccc(S(=O)(=O)N2CCN(CC(=O)Nc3ccnn3C3CCCC3)CC2)cc1	?	-1%	?	3%	-20	-28%	3%	·	1%
COc1cccc(C(=O)N2c3cc(C)ccc3OCC2C(C)(C)C)c1 (configuration not stated)	10%	2%	i	?	-2	1%	-2%	-32%	16%
Cc1ccc(/C=N/n2c(C)nnc2C)s1	0%	-1%	i	19%	18	0%	-5%	4%	9%
Cc1cccc(C(=O)OC2CCCN(C)C2)c1C (configuration not stated)	-2%	-9%	i	12%	-20	-22%	-2%	-17%	9%
COc1ccc(OC)c(NC(=O)CN2C(=O)NC(C)(c3ccc4c(c3)OCCO4)C2=O)c1 (configuration not stated)	-2%	-6%	i	5%[9.24 µM]	6	0%	-19%	2%	0%
COc1ccc(C2C=C(C34CC5CC(CC(C5)C3)C4)NC(=S)N2)cc1OC (configuration not stated)	-22%	10%	i	0%	-22	-35%	?	-15%	-2%
c1cnc2c(-c3ccc4nccn4c3)cccc2c1	0%	·	i	4%	63	-67%	·	10%	29%
CCOc1ccc(-c2cn3c(n2)sc2cc(C(=O)NCCCc4ccccc4)ccc23)cc1	4%	·	i	·	·	2%	·	15%	·
Nc1nc(SCC(=O)Nc2cc(Cl)c(Cl)cc2Cl)n[nH]1	4%	0%	i	12%	-52*	-5%	1%	0%	10%
Cc1cc(C(F)(F)F)n2nc(-c3cnn(C)c3C(F)(F)F)c(Cl)c2n1	-6%	7%	?	2%	6	-55%	-5%	0%	?
O=C(C[n+]1ccc(C(=O)NCc2ccccc2)cc1)c1ccc(F)cc1	6%	·	i	22%	-7	·	·	6%	11%
O=C(CSc1nc2ccccc2[nH]1)Nc1c(F)cccc1F	-1%	?	i	-4%	-13	-14%	-5%	4%	0%

Limited to ATXN viability, ATXN2 expr inh and IL-1B inflam inh, for some of the entries so far:
molecule | ATXN viability | ATXN2 expr inh | IL-1B inflam inh
c1cnc2c(-c3ccc4nccn4c3)cccc2c1 | i | 10% | 63
CCOc1ccc(-c2cn3c(n2)sc2cc(C(=O)NCCCc4ccccc4)ccc23)cc1 | i | 15% | ·

The listing continues:
compound	KB-3-1 cytotox	MCF10A rereplic	ATXN viability	HT1080NT lethal	IL-1B inflam inh	HepG2 tox	SW480 rereplic	ATXN2 expr inh	HT1080 IDH1KD tx
CCN(CC(=O)Nc1c(F)cccc1F)C(=O)c1ccc(Cl)c(S(=O)(=O)N2CCCCC2)c1	-2%	-14%	i	-12%	-22	-8%	11%	-18%	-4%
COc1cc2cc(CCCOC(=O)c3cc(OC)c(OC)c(OC)c3)oc(=O)c2cc1OC	2%	10%	i	9%	-5	5%	-1%	3%	18%
COc1cc(NC(=O)c2c(Cl)cnn2C)c(OC)cc1Cl	0%	?	i	?	5	11%	-5%	-30%	27%
CSc1ccc(C2c3[nH]c4ccccc4c3CCN2C(=O)c2ccnn2C)cc1 (configuration not stated)	0%	?	i	?	?	-11%	?	33%[activator]	?
O=C(O)CC(SCC(=O)Nc1ccc(Cl)c(S(=O)(=O)N2CCOCC2)c1)C(=O)O (configuration not stated)	-3%	-1%	i	11%	7	4%	-14%	-4%	6%
COc1ccc(OC)c(NC(=S)NN2CCOCC2)c1	2%	2%	i	2%	6	-15%	0%	5%	-2%
CCOc1cccc2sc(N(CCCN(C)C)C(=O)Cc3ccccc3)nc12	0%	1%	i	3%	-26	-9%	16%	0%	1%
O=C1C=C(NCc2ccccc2)c2ccccc2C1=O	?	?	?	3.7µM*	-101*	-109%	18µM*	-22%[11.3 µM]	4.6µM*
COc1cc(CN(C(=O)c2ccc(C)cc2)c2ccccn2)cc(OC)c1OC	?	·	?	·	·	-24%	·	-17%	·
CC(=O)NS(=O)(=O)c1ccc(N=c2ssc3c2-c2ccc(C)cc2NC3(C)C)cc1	?	?	?	-6%	10	-12%	-4%	-2%	-19%
CCCCNC(=O)CCn1nc(-c2ccc(Cl)cc2)ccc1=O	20%	3%	i	0%	-8	5%	0%	0%	0%
Cc1cc(C)c2nc(SCC(=O)N3CCCCC3)c(C#N)cc2c1	7%	-2%	i	12%	0	11%	-8%	-6%	8%
CC(=O)NS(=O)(=O)c1cccnc1Nc1ccc(Cl)cc1	6%	-4%	i	10%	-9	-2%	6%	-16%	5%
Cn1c(=O)n(C)c2cc(NS(=O)(=O)c3ccccc3)c(NCc3ccccc3)cc21	-4%	·	i	·	·	-33%	·	58%[activator]	·
CCOc1cc(/C=C2\CCC/C(=C\c3cc(Cl)c(O)c(OCC)c3)C2=O)cc(Cl)c1O	?	?	16µM*	7.3µM*	-100*	7.9µM*	?	8.9µM*	5.8µM*
Cc1ccc(C2C(C#N)=C(N)OC3=C2C(=O)CC(C)(C)C3)s1 (configuration not stated)	-1%	0%	i	0%	-21	-2%	-10%	0%	-3%
CC(C)(CN=C1NS(=O)(=O)c2ccccc21)CNC(=O)c1ccccc1	6%	1%	i	0%	-3	0%	-5%	1%	3%
COc1ccc(NS(=O)(=O)c2cccc(C(=O)NCC(c3ccco3)N3CCCC3)c2)cc1 (configuration not stated)	-21%	-1%	i	-23%	17	1%	7%	-17%	-15%
COc1ccc(CCNc2ncnc3onc(-c4ccc(Cl)cc4)c23)c(OC)c1	-6%	·	i	·	·	-8%	·	-19%	·
O=C(CNC(=O)c1cc2c(n(-c3ccccc3)c1=O)CCCC2=O)c1ccccc1	·	?	i	0%	-26	-29%	5%	-12%	-3%
CCCCN(CCCC)CCNC(=O)c1cn(CC)c2ccc(S(=O)(=O)N3CCCC3)cc2c1=O	1%	-4%	i	4%	4	-5%	-5%	·	9%
O=C(Cn1nc(-c2ccccc2)oc1=O)OCC(=O)c1ccc(F)c(F)c1	-4%	1%	i	6%	14	6%	-2%	0%	16%
Cc1ccc(CN2CCN(/N=C/c3ccc(C)s3)CC2)c(C)c1	-22%	-68%[inhibitor]	i	8%	-2	4%	16µM*	-2%	22%
O=C(NC(=S)Nc1nc2c(s1)CSc1ccccc1-2)c1ccccc1	5%	6%	?	4%	0	-22%	-6%	-5%	8%
CC(C)(C)C1CCc2c(sc3ncn(N)c(=N)c23)C1 (configuration not stated)	?	?	i	-30%	-75*	-78%	?	·	?
O=C(COc1ccccc1[N+](=O)[O-])NCC1(N2CCOCC2)CCCCC1	-11%	12%	i	10%	-26	-4%	-7%	2%	16%
CCN(CC)CCCOc1ccc(C)cc1Br	-10%	?	i	-19%	-3	-3%	-21%	-2%	-10%
CC(=O)c1ccccc1NC(=O)COC(=O)c1cc(C)oc1C	7%	1%	i	9%	10	-9%	-4%	·	0%
Cc1sc(-c2ccncc2)nc1OC(=O)c1ccc(Cl)cc1	-2%	23%	i	0%	11	7%	-3%	-4%	-5%
COc1ccc(/C=N/NC(=O)CN(C2=NS(=O)(=O)c3ccccc32)c2ccccc2)cc1	19%	7%	i	12%	-4	-1%	1%	-5%	14%
C=COCCNC(=O)C(=O)NCC(C)C	0%	3%	i	-1%	10	1%	-9%	-8%	0%
O=C(NNc1ccc([N+](=O)[O-])cc1)c1ccco1	22%	1%	i	-1%	15	7%	-9%	3%	-9%
COCCN(C(=O)CNC(=O)c1ccco1)C(C(=O)NC1CCCC1)c1ccccc1 (configuration not stated)	0%	5%	i	7%	20	3%	-4%	-2%	16%
CC(=O)N(CCCCN1C(=O)c2ccccc2C1=O)c1ccc(C)cc1	19%	-9%	i	2%	-3	-44%	2%[9.22 µM]	-4%	1%
COCCOc1nc2c(c(=O)n(C)c(=O)n2C)n1CCc1ccccc1	-8%	0%	i	-1%	20	-16%	-4%	-4%	-6%
CCc1cccc(NC(=O)C2CCN(S(=O)(=O)c3c(C)noc3C)CC2)c1	-10%	-2%	i	-17%	7	-4%	-7%	1%	-5%
CCN(CC)S(=O)(=O)c1ccc(NC(=O)c2ccc(OCC3CCCO3)cc2)cc1 (configuration not stated)	-18%	?	i	-18%	?	-44%	-18%	?	?
CN(C)c1ccccc1C(=O)N1CCCC(Nc2ccc(F)cc2)C1 (configuration not stated)	-22%	1%	i	-2%	26	-17%	?	7%	-3%
O=C(NC(=S)Nc1ccc(CN2CCOCC2)cc1)c1ccco1	15%	-24%	i	18%	·	-34%	-2%	18%	7%
CSc1ccc(/C=C(/NC(=O)c2ccc(C)cc2)C(=O)Nc2cccc(C)c2)cc1	1%	-4%	i	1%	37	-2%	-1%	-12%	0%
CC1(C)C(C#N)=C(N)Oc2c1c(=O)oc1ccccc21	-1%	8%	i	1%	0	-27%	-2%	·	-3%
C/C(=N/NC(=O)CNC(=O)c1ccncc1)c1ccco1	2%	-11%	i	9%	7	-169%	1%	5%	14%
O=C(NCc1cccc(Cl)c1)N1CCN(S(=O)(=O)c2ccccc2F)CC1	2%	-10%	i	7%	-17	-10%	?	20%	0%
O=C(Cc1csc(N2CCOCC2)n1)N/N=C/c1cccc(O)c1	17%	16%	i	4%	18	8%	-6%	-11%	-5%

The order is random; any-hit rate near 8.9%.
